USP8 inh: inhibitors of human USP8 deubiquitinase | purified USP8, Ub-rhodamine cleavage fluorescence, 30 min | 47,000 tested, 4.2% active | Ubiquitin carboxyl-terminal hydrolase 8 (Homo sapiens), P40818 | AID 1645853, 2021 | inhibition, % at 20 µM
UCHL1 inh: inhibitors of human UCHL1 deubiquitinase; Ubiquitin carboxyl-terminal hydrolase isozyme L1 (Homo sapiens), P09936; purified UCHL1, Ub-rhodamine cleavage fluorescence; inhibition, % at 20 µM; 47,000 tested, 0.2% active
USP17 inh: inhibitors of human USP17 deubiquitinase; inhibition, % at 50 µM; purified USP17, Ub-rhodamine cleavage fluorescence, 3 h; AID 1645855, 2021; 47,000 tested, 6.5% active; Ubiquitin carboxyl-terminal hydrolase 17-like protein 5 (Homo sapiens), A8MUK1
USP30 inh: inhibitors of human USP30 deubiquitinase; inhibition, % at 25 µM; purified USP30, Ub-rhodamine cleavage fluorescence; Ubiquitin carboxyl-terminal hydrolase 30 (Homo sapiens), Q70CQ3; AID 1645860, 2021; 47,000 tested, 5.3% active
USP7 inh: inhibitors of human USP7 deubiquitinase; Ubiquitin carboxyl-terminal hydrolase 7 (Homo sapiens), Q93009; purified USP7, Ub-rhodamine cleavage fluorescence; inhibition, % at 20 µM; 47,000 tested, 0.3% active
Target sequence (Q93009 whole entry, looked up): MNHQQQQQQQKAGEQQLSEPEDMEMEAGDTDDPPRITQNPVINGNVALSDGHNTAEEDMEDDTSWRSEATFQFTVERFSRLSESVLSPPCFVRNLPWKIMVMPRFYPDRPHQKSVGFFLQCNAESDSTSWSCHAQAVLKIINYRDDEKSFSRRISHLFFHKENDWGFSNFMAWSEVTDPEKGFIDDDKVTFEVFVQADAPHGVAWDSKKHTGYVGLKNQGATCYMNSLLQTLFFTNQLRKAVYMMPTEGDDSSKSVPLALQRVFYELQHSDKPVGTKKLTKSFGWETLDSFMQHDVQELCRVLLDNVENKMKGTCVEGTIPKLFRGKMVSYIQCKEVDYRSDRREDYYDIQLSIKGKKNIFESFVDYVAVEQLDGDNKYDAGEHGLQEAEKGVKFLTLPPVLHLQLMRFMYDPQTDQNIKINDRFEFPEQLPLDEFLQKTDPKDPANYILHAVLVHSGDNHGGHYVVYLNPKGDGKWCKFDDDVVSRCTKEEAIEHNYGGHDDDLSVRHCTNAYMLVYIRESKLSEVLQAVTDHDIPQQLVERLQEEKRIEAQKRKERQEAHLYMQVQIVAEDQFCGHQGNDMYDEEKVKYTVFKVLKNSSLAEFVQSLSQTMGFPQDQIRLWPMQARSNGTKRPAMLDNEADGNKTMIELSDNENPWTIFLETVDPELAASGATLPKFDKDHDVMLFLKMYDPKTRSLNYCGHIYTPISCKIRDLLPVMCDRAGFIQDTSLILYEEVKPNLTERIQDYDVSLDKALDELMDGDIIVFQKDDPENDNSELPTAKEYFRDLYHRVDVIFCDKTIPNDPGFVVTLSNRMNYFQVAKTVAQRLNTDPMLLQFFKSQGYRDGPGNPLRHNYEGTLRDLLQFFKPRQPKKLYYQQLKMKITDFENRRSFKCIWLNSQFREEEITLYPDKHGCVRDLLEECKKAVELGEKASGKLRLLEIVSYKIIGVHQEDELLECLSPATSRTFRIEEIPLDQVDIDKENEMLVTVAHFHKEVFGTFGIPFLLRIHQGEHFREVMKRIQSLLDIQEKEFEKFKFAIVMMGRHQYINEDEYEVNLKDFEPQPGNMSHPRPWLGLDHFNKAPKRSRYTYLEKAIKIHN
USP10 inh: inhibitors of human USP10 deubiquitinase | Ubiquitin carboxyl-terminal hydrolase 10 (Homo sapiens), Q14694 | purified USP10, Ub-rhodamine fluorescence, 60 min | inhibition, % at 20 µM | 47,000 tested, 1.1% active
OTUD3 inh: inhibitors of human OTUD3 deubiquitinase; OTU domain-containing protein 3 (Homo sapiens), Q5T2D3; purified OTUD3, Ub-rhodamine fluorescence, 2 h; inhibition, % at 25 µM; 47,000 tested, 0.7% active; AID 1645858, 2021
USP28 inh: inhibitors of human USP28 deubiquitinase. Ubiquitin carboxyl-terminal hydrolase 28 (Homo sapiens), Q96RU2. purified USP28, Ub-rhodamine cleavage fluorescence, 30 min. 47,000 tested, 3% active. inhibition, % at 25 µM
* = called active by the depositor; . = not tested or not shown. Rule as the data show it: active = inhibition above about 30%; inactive = the rest.

no.	SMILES	USP8 inh	USP17 inh	USP10 inh	USP28 inh	USP30 inh	OTUD3 inh	UCHL1 inh	USP7 inh
1	O=C(c1ccc(F)cc1)N(CCc1ccccc1)c1nc2ccccc2s1	14	11	7	10	17	13	7	11
2	COc1ccccc1C1(O)CCN(Cc2cccnc2)CC1	-40	-85	-3	-93	-445	-65	-23	-24
3	O=C(O)CN=C1NC(=O)/C(=C\c2ccc3c(c2)OCO3)S1	-74	-5	2	-4	-2	-4	0	4
4	COc1ccc(-c2cc(=NCCC(=O)O)c3cc(C)ccc3o2)cc1	-25	-10	0	-11	1	0	0	-3
5	Cc1nn2c(CNC(=O)Cc3ccc(F)cc3)c(C)nc2s1	-13	-1	-1	11	9	16	1	0
6	Cc1ccc(Nc2cc(C(=O)NC3CCC(C)CC3)c3ccccc3n2)c(C)c1 (stereo not drawn)	-12	5	6	4	19	9	0	8
7	Cc1nc2ccc(Cl)cn2c(=O)c1NC(=O)COc1ccccc1	4	11	0	20	20	14	5	3
8	CCn1c(=O)c(C(=O)NCc2ccccc2C)nc2cccnc21	-55	-14	-2	-34	-2	-6	-4	-3
9	CN1C(=O)[C@H]2CN(c3ncccn3)C[C@H]2C12CCN(Cc1ccc(Cl)cc1)CC2	-48	-15	-2	3	-3	5	-2	-3
10	COc1ccc(-c2nnc(Cc3nc(-c4ccc(C)cc4)no3)o2)cc1	-85	-23	-10	-7	-40	-15	-4	5
11	Cc1cc(C2CCCN2C(=O)c2cc3nc(C4CC4)cc(C(F)(F)F)n3n2)on1 (stereo not drawn)	7	7	2	12	4	10	1	3
12	CCCCN1CC(C(=O)Nc2ccc(C(=O)Nc3ccc(Br)c(C)c3)cc2)CC1=O (stereo not drawn)	6	39*	6	-2	-27	-2	-3	1
13	O=C(NCC(=O)N1CCC2(CC1)NCCc1[nH]cnc12)c1ccc(-c2ccccc2)cc1	49*	2	-2	5	0	3	0	0
14	CC(C)Oc1ccc(C(=O)NCCS(=O)(=O)N2CCN(c3ccccc3)CC2)cc1	0	2	7	10	13	14	-1	5
15	CCc1nnc(NC(=O)c2cn(-c3ccccc3)nc2-c2cccnc2)s1	11	-2	-2	7	-37	0	1	4
16	Cc1nc(C2CCN(C(=O)c3ccn[nH]3)C2)nc2c1CCC(=O)N2CC1CCCCC1 (stereo not drawn)	-25	-18	0	-4	-8	0	1	-6
17	Cc1ccc(OCc2nc3ccccc3n2Cc2ccc(F)cc2)cc1	4	34*	12	14	3	-1	0	-62
18	COc1cccc(Nc2ncnc3c2c(C)c(C)n3-c2ccccn2)c1	-342	-13	1	-7	-16	-5	0	-2
19	CCCCN1Cc2sc(NC(=O)Nc3ccccc3F)nc2C1=O	2	33*	0	0	1	5	1	5
20	COc1ccccc1CC(=O)Nc1ccc2nc(N3CCOCC3)cc(C)c2c1	-9	0	0	11	11	11	1	3
21	O=C(CCc1nnc2ccc(N3CCCC3)nn12)N1CCc2ccccc2C1	16	7	-1	5	24	8	-2	4
22	CNC(=O)C1(C)CN(C(=O)CN2CCCCCC2=O)CCO1 (stereo not drawn)	14	13	1	13	24	9	2	5
23	CC(C)NC(=O)C1(Cc2ccc(-c3ccccc3)cc2)CCN(C(=O)c2cccnc2)CC1	-12	4	0	4	26	9	-1	-6
24	CC(=O)N1c2ccc(S(=O)(=O)N3CCC(C(=O)NCCc4ccc(C)cc4)CC3)cc2CC1C (stereo not drawn)	5	-4	26	1	4	6	0	-2
25	Cn1ccc2c(cc(C(=O)NC3CCCCCC3)n2C)c1=O	-130	-18	3	-4	-14	0	-1	0
26	COc1ccc(NC(=O)N2CCCC(CN3CCc4ccccc4C3)C2)c(OC)c1 (stereo not drawn)	22	-3	0	5	9	5	3	4
27	COc1ccc(-c2nc(Cn3c(=O)n(C(C)C)c(=O)c4ccccc43)c(C)o2)cc1OC	-5	-1	-2	-4	0	1	-2	-1
28	CC(C(=O)N1CCC(c2onc3c2CCCC3)CC1)c1ccccc1 (stereo not drawn)	0	1	-1	-8	6	1	-2	-1
29	Cc1ccccc1NC(=O)CN1CCC(c2nc(-c3ccncc3)no2)CC1	-2	0	-1	9	1	5	0	3
30	Cc1ccc(CC(=O)Nc2cc(Cl)ccc2N2CCCC2)cc1C	-68	-6	-7	9	-26	-11	-5	0
31	COc1cccc(CCN2CCOc3nc4c(C)cccc4cc3C2)c1OC	-17	5	2	0	3	1	4	3
32	CCc1ccc(NC(=O)CN2CCN(c3nc4ccccc4s3)CC2)cc1	-3	-7	0	8	-2	8	2	1
33	Cc1nc2ncnn2c(C)c1CCC(=O)NC(C)c1ccccc1 (stereo not drawn)	11	13	6	10	14	9	5	6
34	Cc1cc(C)cc(C(=O)N2CCCC(C(=O)N3CCCC3)C2)c1 (stereo not drawn)	3	-1	0	-15	0	-6	-5	-2
35	O=C1CCCCC1C(=O)c1cn(-c2ccc(Cl)c(Cl)c2)nn1 (stereo not drawn)	-12	-11	-4	-20	-68	-6	-2	-11
36	CCC(C)S(=O)(=O)N1CCC(c2onc(OC)c2C)CC1 (stereo not drawn)	0	0	-1	2	5	4	-1	-3
37	C=CCS(=O)C[C@H](N)C(=O)O (stereo partly drawn)	-48	-28	-5	-23	-74	-21	-8	-8
38	CCOc1nccnc1NC1CCN(C(=O)Cc2c(C)noc2C)CC1	-4	-1	-2	-6	-19	-2	-4	0
39	CSc1ccc(Cn2cccc2C2=NCCO2)cc1	0	6	-3	6	13	12	3	.
40	COc1ccc(CNC(=O)c2cc(-c3ccccn3)n[nH]2)cc1	-1	-70	-2	-9	-10	-1	0	4

Sorted by formula weight (falling): part of the list above
no.	SMILES	USP8 inh	USP17 inh	USP10 inh	USP28 inh	USP30 inh	OTUD3 inh	UCHL1 inh	USP7 inh
12	CCCCN1CC(C(=O)Nc2ccc(C(=O)Nc3ccc(Br)c(C)c3)cc2)CC1=O (stereo not drawn)	6	39*	6	-2	-27	-2	-3	1
27	COc1ccc(-c2nc(Cn3c(=O)n(C(C)C)c(=O)c4ccccc43)c(C)o2)cc1OC	-5	-1	-2	-4	0	1	-2	-1
16	Cc1nc(C2CCN(C(=O)c3ccn[nH]3)C2)nc2c1CCC(=O)N2CC1CCCCC1 (stereo not drawn)	-25	-18	0	-4	-8	0	1	-6
9	CN1C(=O)[C@H]2CN(c3ncccn3)C[C@H]2C12CCN(Cc1ccc(Cl)cc1)CC2	-48	-15	-2	3	-3	5	-2	-3
20	COc1ccccc1CC(=O)Nc1ccc2nc(N3CCOCC3)cc(C)c2c1	-9	0	0	11	11	11	1	3
1	O=C(c1ccc(F)cc1)N(CCc1ccccc1)c1nc2ccccc2s1	14	11	7	10	17	13	7	11
38	CCOc1nccnc1NC1CCN(C(=O)Cc2c(C)noc2C)CC1	-4	-1	-2	-6	-19	-2	-4	0
8	CCn1c(=O)c(C(=O)NCc2ccccc2C)nc2cccnc21	-55	-14	-2	-34	-2	-6	-4	-3
34	Cc1cc(C)cc(C(=O)N2CCCC(C(=O)N3CCCC3)C2)c1 (stereo not drawn)	3	-1	0	-15	0	-6	-5	-2
22	CNC(=O)C1(C)CN(C(=O)CN2CCCCCC2=O)CCO1 (stereo not drawn)	14	13	1	13	24	9	2	5
40	COc1ccc(CNC(=O)c2cc(-c3ccccn3)n[nH]2)cc1	-1	-70	-2	-9	-10	-1	0	4
3	O=C(O)CN=C1NC(=O)/C(=C\c2ccc3c(c2)OCO3)S1	-74	-5	2	-4	-2	-4	0	4
25	Cn1ccc2c(cc(C(=O)NC3CCCCCC3)n2C)c1=O	-130	-18	3	-4	-14	0	-1	0
2	COc1ccccc1C1(O)CCN(Cc2cccnc2)CC1	-40	-85	-3	-93	-445	-65	-23	-24
39	CSc1ccc(Cn2cccc2C2=NCCO2)cc1	0	6	-3	6	13	12	3	.
37	C=CCS(=O)C[C@H](N)C(=O)O (stereo partly drawn)	-48	-28	-5	-23	-74	-21	-8	-8

Continued:
no.	SMILES	USP8 inh	USP17 inh	USP10 inh	USP28 inh	USP30 inh	OTUD3 inh	UCHL1 inh	USP7 inh
41	Cc1cc(C(=O)N2C[C@H]3C[C@H]4[C@](C2)(CN(Cc2cccc(Cl)c2)S4(=O)=O)O3)no1	-14	-5	-1	-10	-5	-9	0	1
42	COc1cccc(CNc2nn[nH]n2)c1OCc1ccc(Cl)cc1Cl	-4	3	7	-4	0	3	-3	0
43	CN1CCN(c2ccc3ccc(C(=O)NCCc4ccncc4)cn23)CC1	2	-58	-11	-78	-249	-50	-13	-8
44	Cc1nnc(NCc2ccc(F)cc2)[nH]c1=O	4	4	1	-8	-2	-8	-3	-2
45	COc1cccc(C(=O)Nc2nc3ccc(S(=O)(=O)N4CCOCC4)cc3s2)c1OC	7	47*	0	.	.	-3	3	0
46	COc1ccc(CNC(=O)c2ccc(S(=O)(=O)Nc3ccccc3F)cc2)cc1	12	25	7	11	31*	8	0	5
47	Cc1ccccc1[C@H]1C[C@@H](O)[C@@H](O)[C@@H]1NC(=O)c1c(C)noc1C	7	11	0	0	5	4	0	-1
48	Cc1nnc(-c2ccc3ccn(CC(=O)N4CCN(c5ccccc5)CC4)c3c2)o1	96*	93*	47*	24	50*	73*	25	-15
49	COc1cccc(S(=O)(=O)Nc2ccc(-c3nnc(-c4ccccc4)o3)cc2)c1	21	14	19	11	28	7	3	9
50	Cc1cc(C)c(O)c(-c2cc(C(=O)Nc3ccccc3Cl)[nH]n2)c1	97*	68*	25	19	46*	11	5	19
51	CC(O)(CNC(=O)C12CC3CC(CC(C3)C1)C2)c1ccc2c(c1)OCO2 (stereo not drawn)	-23	-8	0	-9	-8	-1	-2	-2
52	O=C(Nc1ccc(F)cc1)C1=CCN(Cc2ccccc2F)CC1	-16	-16	-1	-6	-35	-3	-5	-27
53	CO\C=C(C(=O)OC)/C(C)=C\C=C\c1ccc2c(c1)O[C@@]1(CO2)O[C@H](C=C(C)C)OC1(C)C	-6	-13	-2	-2	-31	-6	5	7
54	CCc1noc(-c2c(C)cc(C)n2CC(=O)Nc2cc(Cl)ccc2OC)n1	7	26	-2	-1	1	-1	3	1
55	CN1CC(=O)N(C2CCCNC2)Cc2c1ncnc2N1CCCCC1 (stereo not drawn)	-53	-4	-1	-9	-12	-2	-8	-2
